Assay outcomes (PubChem)
ATXN2 expr inh: ATXN2 expression inhibition; HEK-293 ATXN2-luciferase reporter, luminescence, 24 h; Potency, µM (series often up to 57 µM), for inactives: top-dose activity change, negative = inhibition, usual class: inhibitors; 0.72% of 360,000 active; AID 1745845; further: potency means the concentration at half of the fitted maximal effect; on the % scale 0 is the no-effect control and ±100 the full control effect; nearly all actives have a fitted effect of over 55% in size
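ATXN2-luciferase reporter cells (luciferase flanked by upstream and downstream ATXN2 gene portions) were treated 24 h at 37 °C with compounds at up to 57 uM. SteadyGlo luminescence gave expression; GF-AFC fluorescence gave viability.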
MCF10A rereplic: inducers of DNA re-replication in MCF 10A breast cells; MCF 10A DNA re-replication, Hoechst nuclear intensity, 48 h; Potency, µM (highest dose often 46.1 µM), for the others: top-dose activity, positive = re-replication, most hits filed as activators; 2.9% of 350,000 active; AID 624296; further: potency means the concentration at half of the fitted maximal effect; % of control where 0% means no effect; nearly all actives have a fitted effect of over 50% in size
Nrf2 ARE act: activators of Nrf2 (ARE) signaling; Potency, µM (highest dose often 46.1 µM), without a hit: at the top dose activation, most hits filed as activators; AREc32 ARE-luciferase reporter (MCF7-derived line), luminescence, 24 h; 0.31% of 410,000 active; further: potency means the concentration at half of the fitted maximal effect; % of control where 0% means no effect; nearly all actives have a fitted effect of over 65% in size
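AREc32 cells carrying an ARE-driven firefly luciferase reporter were seeded at 1000 cells/well in OPTI-MEM with 5% FBS, then exposed to compound for 24 hr at 37 deg C. Luminescence was read with Steady-Glo after 30 min at RT.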
IL-1B inflam inh: inhibitors of inflammasome signaling (IL-1 beta secretion). 4.7% of 360,000 active. activity change, % at 57.5 µM. THP-1 LPS/ATP IL-1B secretion, AlphaLISA, 16 h; hits give low values; in the data active means activity change below about -50%; inconclusive means mostly about -30% to -49%; further: on the % scale 0 is the no-effect control and ±100 the full control effect
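Secreted IL-1B measured by AlphaLISA bead assay after 16 h compound exposure of THP-1 cells; compounds (final up to 57.5 uM) added 1 h before LPS (250 ng/mL) and ATP (1.25 mM) stimulation; lower signal means less secretion.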
HepG2 tox: HepG2 cytotoxicity, counter-screen for TGF-b inhibitors; 0.76% of 410,000 active; AID 588856; Potency, µM (top dose mostly 46.1 µM), for inactives: at the top dose activity change, negative = cytotoxicity, hits mostly cytotoxic; HepG2 CAGA-GFP viability, ATP luminescence, 18 h; further: potency means the concentration at half of the fitted maximal effect; some results filed as inactive show a strong effect at the top dose
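HepG2 CAGA-GFP cells (1000/well, DMEM with 1% FBS) received compound, then TGF-beta at 500 pg/mL final, and were incubated 18 hours at 37 degrees C. Viability was read by CellTiter-Glo luminescence. Media-only wells were set as complete cell-killing and DMSO as no toxicity.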
TGFb inhibitor: inhibitors of TGF-b signaling | HepG2 CAGA-GFP TGF-b/SMAD3 reporter, GFP fluorescence, 18 h; TGF-beta stimulated, 500 pg/mL final | Potency, µM (doses to about 46.1 µM), for the others: at the top dose activity, negative = inhibition, hits mostly inhibitors | 1.2% of 410,000 active; further: potency means the concentration at half of the fitted maximal effect; on the % scale 0 is the no-effect control and ±100 the full control effect; nearly all actives have a fitted effect of over 65% in size
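Using HEPG2 CAGA-GFP reporter cells at 1000 cells/well, we pinned test compounds, stimulated with recombinant TGF-beta (500 pg/mL final) and measured total well GFP after 18 h.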
Nrf2 inh: inhibitors of Nrf2 signaling; A549 ARE-Fluc reporter, luciferase luminescence, 18-24 h; Potency, µM (titrated, usually from 46 µM), for the others: at the top dose activity change, negative = inhibition, most hits filed as inhibitors; 2.1% of 360,000 active; further: potency means the concentration at half of the fitted maximal effect; on the % scale 0 is the no-effect control and ±100 the full control effect; nearly all actives have a fitted effect of over 60% in size
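A549 ARE_Fluc cells (5000/well, 5% FBS OPTI-MEM) pre-incubated 2 h, then treated with compounds 18-24 h at 37C/5% CO2 in concentration-response. CellTiter-Fluor viability read first; BugLite luciferase luminescence after 15 min at room temperature gives Nrf2 activity.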
ATXN viability: viability counter-screen for ATXN expression inhibitors; Potency, µM (top dose mostly 56.7 µM), usual class: cytotoxic; S2 cells (HEK-293 line with an ATXN2-luciferase reporter) viability, CellTiter-Fluor protease fluorescence, 24 h; AID 651635; 0.49% of 400,000 active; further: potency means the concentration at half of the fitted maximal effect; nearly all actives have a fitted effect of over 40% in size
A549 tox: A549 cytotoxicity, counter-screen for Nrf2 inhibitors; 0.16% of 390,000 active; A549 ARE-Fluc cells, CellTiter-Fluor viability, 18-24 h; Potency, µM (doses to about 46 µM), for inactives: top-dose activity change, negative = cytotoxicity, most hits filed as inhibitors; further: potency means the concentration at half of the fitted maximal effect; on the % scale 0 is the no-effect control and ±100 the full control effect
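Cytotoxicity counterscreen: CellTiter-Fluor fluorescence was measured in A549 ARE_Fluc cells after 18-24 h of compound exposure in a concentration series. The subsequent BugLite luminescent read reports ARE-luciferase activity.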
* marks the source's active call; other numbers are inactive results; i = inactive; ? = inconclusive; nt = not tested or not shown; & = joins results of further samples; [ ] = remark or other dose. Unless noted, the call rests on the fitted dose curve; in most records, active means well fitted curve in the direction sought with a large enough effect; inconclusive means small, poorly fitted or top-dose-only effect, or another doubt; inactive means no such curve, though single readings can be large; an effect the other way counts as inactive or inconclusive.

SMILES | ATXN2 expr inh | MCF10A rereplic | Nrf2 ARE act | IL-1B inflam inh | HepG2 tox | TGFb inhibitor | Nrf2 inh | ATXN viability | A549 tox
COc1ccc(-n2nc(C(=O)NCC(=O)Nc3ccc(F)cc3)c3ccccc3c2=O)cc1 | -27% | ? | 3.2% | 20 | -22% | -1% | -9% | nt | 1%
Cc1ccc(OCC(=O)Nc2cccc(O)c2)cc1C | 52%[activator] | -2% | 0.0% | ? | -7% | -1% | 18% | i | 2%
Cc1cccc(OCCN2CCOCC2)c1C | 7% | 4% | -0.2% | 27 | -22% | -22% | 1% | i | -11%
CCC(C)(C)NC(=O)c1cc(S(=O)(=O)N2CCCCC2)ccc1N1CCOCC1 | -7% | 7% | -0.8% | 3 | -12% | 5% | ? | i | 1%
O=C(NCc1ccccc1)c1cc(C2CCCCN2S(=O)(=O)c2ccccc2)on1 (stereo unspecified) | 4% | nt | -0.1%[9.22 µM] | 27 | 4% | -4% | nt | i | nt
CN1CCc2c(sc(NC(=O)CS(=O)(=O)c3ccccc3)c2C(N)=O)C1 | -16% | -15% | -0.7% | -6 | -19% | 5% | -5% | i | 7%
CC1=C(C(=O)OCC2CCCCC2)C(c2ccc(F)cc2F)CC(=O)N1 (stereo unspecified) | 5% | nt | -1.0% | nt | -7% | 0% | -19% | i | -5%
COC(=O)c1cc(-c2cc(OC)ccc2OC)nc2c1c(=O)n(C)c(=O)n2Cc1ccccc1 | -12% | 6.5µM* | 0.0% | 13 | -5% | -9% | ? | nt | 3%
CC(C)CN(C(=O)c1ccc(F)cc1F)c1c(N)n(CC(C)C)c(=O)[nH]c1=O | -4% | -19% | 0.3% | -5 | -4% | 9% | 11% | i | -4%
Cc1cc(C)c2nc(NC(=O)CN3C(=O)NC4(CCCC4)C3=O)sc2c1 | 3% | 9% | -0.8% | -16 | 0% | ? | ? | i | -4%

Next section; it opens with the two that closed the last part.
SMILES | ATXN2 expr inh | MCF10A rereplic | Nrf2 ARE act | IL-1B inflam inh | HepG2 tox | TGFb inhibitor | Nrf2 inh | ATXN viability | A549 tox
CC(C)CN(C(=O)c1ccc(F)cc1F)c1c(N)n(CC(C)C)c(=O)[nH]c1=O | -4% | -19% | 0.3% | -5 | -4% | 9% | 11% | i | -4%
Cc1cc(C)c2nc(NC(=O)CN3C(=O)NC4(CCCC4)C3=O)sc2c1 | 3% | 9% | -0.8% | -16 | 0% | ? | ? | i | -4%
Cc1ccc(CS(=O)(=O)CCC(=O)NCc2ccccn2)cc1 | 0% | 2% | -1.0% | 10 | 22% | 28% | 4% | i | 0%
COc1ccc(-c2cc(C(=O)NCc3ccc(F)cc3)no2)cc1 | 5% | nt | 1.2% | nt | -8% | 14% | 11% | i | -1%
Cc1cccc(S(=O)(=O)NNC(=O)c2cc(-c3ccc(F)cc3)nc3ccccc23)c1 | nt | 14% | 0.5% | 22 | -46% | ? | -6% | i | 0%
C[C@@H]1CN(Cc2nc(-c3ccc(Cl)cc3)no2)C[C@H](C)O1 | -13% | -1% | 1.6% | -13 | -6% | -4% | ? | i | 2%
COc1cc2c(cc1NC(=O)C(C)OC(=O)/C=C/c1ccc(OC(F)F)cc1)oc1ccccc12 (stereo unspecified) | 87%[activator] | -1% | 23% | ? | -4% | 11% | ? | i | 13%
CCCC(=O)N1CCCC1(C)C(=O)Nc1ccc(-n2cncn2)cc1 (stereo unspecified) | 5% | nt | -0.3% | -6 | 0% | -3% | nt | i | nt
O=C(CN1CCN(S(=O)(=O)c2ccccc2Cl)CC1)NCC1(N2CCOCC2)CCCCC1 | -14% | -13% | -0.1% | -20 | -14% | -1% | 1% | i | 0%
Cc1cccc(Cn2c(SCc3ccc(C(=O)NCc4ccccc4F)cc3)nc3ccncc32)c1 | ? | nt | 4.8% | nt | -29% | ? | ? | ? | -12%
Oc1cc2c(cc1O)C(c1ccccc1)CNCC2 (stereo unspecified) | 1% | -17% | 9.5% | -2 | -21% | -23% | -12% | i | -2%
CC(C)(C)OC(=O)CC(S(=O)(=O)c1ccccc1)S(=O)(=O)c1ccccc1 | nt | nt | -5.2% | -51* | -117% | ? | nt | ? | nt
CN(C)c1ccc(/C=N/NS(=O)(=O)c2ccc(Br)cc2)cc1 | -3% | 2% | 2.9% | -10 | -1% | -3% | 7% | ? | -5%
CCCCC[C@@H]1C=C(C(=O)O)[C@H](c2ccc(Cl)cc2)N1S(=O)(=O)c1ccc(C)cc1 | 1% | ? | 0.3% | 2 | -11% | ? | -7% | i | -13%
Cc1ccc(Nc2nc(CSc3nnc(-c4ccncc4)n3-c3ccccc3C)cs2)cc1 | ? | ? | 3.3% | -74* | -67% | 11µM* | 9.2µM* | ? | ?
COc1ccc(O)c(C(=O)c2cnc3c(c2)c(C)nn3C)c1 | 0% | 11% | 4.7% | 15 | -31% | 5% | -5% | i | 0%
O=C(NCCC1CCCCN1S(=O)(=O)c1ccccc1)C(=O)NCc1ccncc1 (stereo unspecified) | -7% | 10% | -1.1% | -2 | -12% | 1% | ? | i | 5%
COc1ccccc1N(CC(=O)Nc1ccc2c(c1)OCCO2)S(=O)(=O)c1ccc(C)cc1 | -4% | 14% | -0.1% | -10 | 29% | 0% | 3% | i | 1%
CCCCN(C)CCCNC(=O)c1cc(-c2cccnc2)nc2ccccc12 | -17%&-6% | -1% | 0.0%&0.6% | 5 | -4%&-21% | 0%&-3% | 6% | i | 0%&16%
COc1ccc(CNC(=O)Cn2c(=O)oc3cc(S(=O)(=O)N4CCC(C)CC4)ccc32)cc1 | -15% | nt | 0.3% | nt | -24% | ? | -14% | i | 9%
Cc1ccc(S(=O)CCNC(=O)Cc2ccccc2)cc1 (stereo unspecified) | 0% | 7% | -0.5% | 4 | 10% | 4% | 16% | i | -12%
CCCNCc1cc(OCC)c(OCC(N)=O)cc1Br | -1% | -5% | 0.0% | 6 | 14% | -18% | 11% | i | -1%
CCOc1cccc(C2C(C(=O)c3ccc(C)o3)=C(O)C(=O)N2Cc2ccccc2)c1 (stereo unspecified) | 7% | -24% | -0.4% | 2 | 3% | 2% | 11% | i | -17%
N#CC1=C(N)N(c2ncn[nH]2)C2=C(C(=O)CCC2)C1c1ccc(F)cc1 (stereo unspecified) | 2% | 1% | -0.1% | 10 | 4% | 4% | 21% | i | 6%
COc1cc2c(cc1OC)n(Cc1ccc([N+](=O)[O-])cc1)c(=O)n1nc(-c3ccccc3)nc21 | nt | nt | 4.8% | nt | -22% | -2% | nt | nt | 5%
CC1(C)CC(CNCCC(c2ccc(F)cc2)c2ccco2)CCO1 (stereo unspecified) | -17% | -6% | 0.1% | -30 | -13% | -4% | -1% | i | 1%
C[C@@H](c1ccccc1)N1C[C@@H](COCc2ccccc2)Oc2cc(N3CC[C@H](N(C)C)C3)ccc2S1(=O)=O | -2% | nt | 5.1% | 0 | nt | nt | nt | i | nt
O=C(NCc1ccccc1Cl)c1cnc2sc(N3CCCCC3)nn2c1=O | -1% | nt | -1.1% | nt | -3% | -20% | ? | i | 0%
Cc1ccc(-n2nc3c(c2NC(=O)c2ccc(OC(C)C)cc2)CS(=O)C3)cc1 (stereo unspecified) | -1% | 21% | -0.4% | ? | -16% | 3% | -28% | i | -15%
COc1ccc(S(=O)(=O)N2CCC(C(=O)NCCC(=O)NCCc3cccc(F)c3)CC2)cc1 | nt | nt | 0.4% | -8 | 0% | -1% | nt | i | nt
Fc1cccc(CN2CCN(Cc3nc(CCc4ccccc4)no3)CC2)c1 | nt | 7% | 3.3% | 15 | -24% | -31% | ? | i | -2%
COc1cc(C(=O)NCCc2sc(-c3cccc(F)c3)nc2C)cc(OC)c1OC | -7% | nt | 0.6% | nt | -5% | -19% | nt | i | -1%
Cc1cccc(C)c1NC(=O)c1sc(N)nc1-c1ccccc1 | nt | -11% | 0.4% | -10 | 5% | 9% | -5% | i | -4%
COc1ccc(CC(=O)Oc2ccc(C(C)(C)C)cc2)cc1S(=O)(=O)N1CCOCC1 | -6% | -2% | 0.0% | 6 | 2% | 14% | 14% | ? | 0%
Cc1ccc(S(=O)(=O)NCCC(=O)OCC(=O)N(Cc2ccccc2)C(C)(C)C)cc1C | 0% | 26% | -0.5% | 14 | -28% | ? | 3% | i | -4%
Cc1cc(Cl)c2oc(C(=O)N(C)CCCCN3CCOCC3)c(C)c2c1 | 1% | ? | 0.3% | -7 | -22% | 7% | -3% | i | 1%
CCC(=O)N1CCN=C1SCc1c(F)cccc1Cl | 11% | 12% | -0.5% | -21 | -16% | -6% | -22% | i | -7%
Cc1ccccc1C(=O)N1CCC(C(=O)Nc2ccc(F)cc2F)CC1 | 7% | nt | -0.1% | nt | -1% | 28% | -4% | i | -2%
Nc1nc2ncc(C(=O)c3cc(Cl)cc(Cl)c3O)cc2s1 | 20% | 2% | 0.3% | 31 | 5% | -13% | 13% | i | -2%
COC(=O)c1sc(N2CCN(c3ccc(Cl)cc3)CC2)nc1N | ? | 1% | 0.4% | ? | -164% | -10% | ? | i | -10%
Fc1ccccc1/C=C1\CCCC2=C1Nc1nnnn1C2c1ccccc1F (stereo unspecified) | -5% | ? | 4.5% | 0 | -64% | ? | -27% | i | -12%
CS(=O)(=O)c1cccc(C(=O)Nc2cccc(-c3nc4ccccc4[nH]3)c2)c1 | -6% | 11% | 0.1% | 0 | -43% | 0% | ? | i | 0%
Cc1ccc(S(=O)(=O)C(C#N)c2nc3ccccc3nc2N2CC(C)OC(C)C2)cc1C (stereo unspecified) | -32% | 15µM* | 2.4% | 18 | -21% | 1% | ? | nt | nt
CCc1cccc(NC(=O)CCc2nc(-c3cccs3)no2)c1 | -13% | -7% | 1.1% | -3 | 0% | -8% | 5% | i | -1%
COc1ccc(S(=O)(=O)Nc2ccncc2)c(C)c1C | 8% | 0% | 0.1% | -1 | -3% | 11% | 0% | i | -1%
CCOC(=O)N1CCN(C(=O)C2c3cc(OC)c(OC)cc3C(=O)N3CCc4ccccc4C23)CC1 (stereo unspecified) | -2% | -2% | -0.2% | 15 | 2% | 1% | 6% | i | -5%
